Screening results (PubChem)
MT1-MMP act inh: blocks activation of human MT1-MMP; P50281; HT1080 RFP-PRO-GFP cells, GFP/RFP ratio fluorescence, overnight; percent of plate control window, DMSO zero; GFP/RFP ratio change, % at 20 µM; 360,000 compounds, 0.061% hits; AID 651647;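 active means GFP/RFP ratio change of at least 30% with cell ATP level not reduced by more than half and red fluorescence within 50% of control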; further: strong numbers were not always called active
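Assay system: RFP-PRO-GFP reporter HT1080 cells; read-out basis: GFP/RFP fluorescence ratio; benchmarks: DMSO wells and RFP-L50D-GFP cells; doses: 20 µM single dose, 1% DMSO; schedule: overnight cell settling, then overnight compound exposure, 37 °C, 5% CO2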
CendR NRP1 mod: modulators of CendR peptide binding to human neuropilin-1 | O14786 | FAM-RPARPAR peptide binding to NRP-1, fluorescence polarization | 360,000 compounds, 0.85% hits | inhibition, % at 25 µM | AID 602438;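 active means inhibition or corrected inhibition above about 18%, plus a signal ratio from 0.5 to 1.5, limit read from the data, passing the limit was not always enough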; further: strong numbers were not always called active
STEP inh: inhibitors of human striatal-enriched phosphatase STEP. P54829. recombinant STEP, OMFP fluorogenic substrate, fluorescence. AID 588621. 360,000 compounds, 0.25% hits. inhibition, % at 20 µM;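 active means inhibition at 20 µM, scaled per plate between control wells, above about 37%, limit read from the data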;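 further: 0% = DMSO with enzyme and substrate and 100% = substrate only without enzyme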
Target sequence (P54829 whole entry, looked up): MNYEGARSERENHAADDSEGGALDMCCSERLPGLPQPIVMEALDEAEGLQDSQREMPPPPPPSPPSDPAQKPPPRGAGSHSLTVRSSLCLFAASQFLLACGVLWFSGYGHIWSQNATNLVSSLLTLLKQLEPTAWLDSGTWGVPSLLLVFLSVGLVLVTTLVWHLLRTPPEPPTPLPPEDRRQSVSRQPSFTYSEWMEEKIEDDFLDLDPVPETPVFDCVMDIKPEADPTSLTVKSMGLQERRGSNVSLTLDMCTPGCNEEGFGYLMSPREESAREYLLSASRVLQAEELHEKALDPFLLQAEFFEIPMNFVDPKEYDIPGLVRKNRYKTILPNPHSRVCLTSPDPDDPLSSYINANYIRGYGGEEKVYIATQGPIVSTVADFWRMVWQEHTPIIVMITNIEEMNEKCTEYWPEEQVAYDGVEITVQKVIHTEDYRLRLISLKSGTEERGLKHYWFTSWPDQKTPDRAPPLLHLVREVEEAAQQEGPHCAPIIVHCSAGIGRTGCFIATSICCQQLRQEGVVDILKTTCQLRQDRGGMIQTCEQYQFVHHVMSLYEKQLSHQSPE
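Also added – OMFP at 25 µM · Test system – STEP tyrosine phosphatase · Technique – FITC-channel fluorescence of OMFP product · Schedule – 20 min at room temperature, dark · Evaluation – control-normalized % inhibition with plate pattern correction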
NadD block: blocks S. aureus nicotinate mononucleotide adenylyltransferase; inhibition, % at 20 µM; 360,000 compounds, 0.78% hits; AID 602399; purified NadD enzyme, colorimetric absorbance read-out; in the data active means inhibition above about 26%; further: some compounds past the cut are filed as inactive
SKN-1 block: inhibitors of C. elegans SKN-1; C. elegans VP596 Pgst-4::GFP/RFP ratio, acrylamide-induced, 24 h; inhibition, % at 21.8 µM; 360,000 compounds, 0.49% hits; AID 624304;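 active means interference check ratio from 0.5 to 1.5 plus GFP to RFP signal ratio inhibition reaching or exceeding a fixed threshold, cut at about 30% in these data, passing the limit was not always enough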; further: some compounds called inactive have numbers as strong as hits
LMPTP block: LMPTP (human) inhibition. recombinant LMPTP-A, OMFP fluorogenic substrate, fluorescence intensity. inhibition, % at 20 µM. 360,000 compounds, 0.22% hits;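 active means compounds that cut the enzyme signal by at least half of the control window in the single-dose screen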;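 further: plate controls were DMSO wells with enzyme plus substrate for no effect and substrate without enzyme for full effect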
Target sequence (P24666 whole entry, looked up): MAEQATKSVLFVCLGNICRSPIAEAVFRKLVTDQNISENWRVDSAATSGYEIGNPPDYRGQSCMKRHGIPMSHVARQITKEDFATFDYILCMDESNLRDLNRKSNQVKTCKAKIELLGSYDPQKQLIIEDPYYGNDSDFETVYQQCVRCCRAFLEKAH
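Material: LMPTP-A; amount: 0.625 nM enzyme; doses: single 20 µM dose; times: reaction 50 min, room temperature, dark; technique: fluorescence intensity of OMFP turnover product; benchmarks: no-enzyme and uninhibited controls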
Scp1 inh: blocks human Scp-1 phosphatase activity | Recombinant Scp1, phosphopeptide, malachite green phosphate absorbance | inhibition, % at 20 µM | 340,000 compounds, 0.88% hits | Q9GZU7 | AID 493091;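 active means inhibition above about 50% at 20 µM, limit read from the data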;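 further: plate controls were DMSO wells with enzyme for no effect and wells lacking enzyme for full effect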
Target sequence (Q9GZU7 76-261 limits assumed): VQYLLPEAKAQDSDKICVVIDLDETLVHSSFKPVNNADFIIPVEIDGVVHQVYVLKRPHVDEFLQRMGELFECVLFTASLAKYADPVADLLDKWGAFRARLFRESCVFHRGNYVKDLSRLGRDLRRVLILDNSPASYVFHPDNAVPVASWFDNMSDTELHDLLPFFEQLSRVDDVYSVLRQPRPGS
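assay system = SCP-1 phosphatase catalytic domain, residues 76-261 | buffer or medium = 50 mM Tris acetate pH 5.5, 0.005% Tween-20, 10 mM MgCl2 | incubation = enzyme reaction 45 min at room temperature, colour 5 min, stabilisation 30 min | signal = Phosphate-binding colour reagent, absorbance read at 630 nm | measure = % inhibition at 20 µM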
SUMO1 PPI mod: modulators of human SUMO1-mediated protein-protein interactions. P63165. inhibition, % at 20 µM. AID 602429. SUMO1 binding to a labelled peptide, TR-FRET, 1 h. 360,000 compounds, 0.33% hits; in the data active means inhibition above about 37%
Target sequence (P63165 whole entry, looked up): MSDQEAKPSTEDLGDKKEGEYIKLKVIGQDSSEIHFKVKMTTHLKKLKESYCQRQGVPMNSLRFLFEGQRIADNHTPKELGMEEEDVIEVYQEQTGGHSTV
DNMT1 block: inhibitors of human DNMT1 | inhibition (reported as % activation of signal), % at 10 µM | AID 588458 | DNMT1 molecular beacon, Hinp1I cleavage, fluorescence | P26358 | 360,000 compounds, 0.83% hits; in the data active means inhibition above about 50%
Rpn11 block: Rpn11 (human) deubiquitinase inhibition; AID 588493; O00487; human 26S proteasome, Ub4-pepOG fluorescence polarization; 20S core pre-blocked with epoxomicin; calls only at 20 µM; 360,000 compounds, 0.59% hits;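 active means inhibition at 20 µM, scaled to each plate's controls, above about 33%, limit read from the data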
An asterisk follows results filed as active; i = inactive; . = no result given; + = active, no number.

Preview, two compounds:
SMILES	MT1-MMP act inh	CendR NRP1 mod	STEP inh	NadD block	SKN-1 block	LMPTP block	Scp1 inh	SUMO1 PPI mod	DNMT1 block	Rpn11 block
O=C1CC(Cc2ccc(Cl)cc2)C(=O)N1c1ccncc1 (stereo not drawn)	1	-4	-1	0	4	-1.0	1	0	0	i
O=c1c2ccccc2c(C=NCc2ccccn2)c(O)n1-c1ccccc1Cl	5	-2	-2	1	-27	-0.1	-5	-17	-8	i

This part in full (from the top)
SMILES	MT1-MMP act inh	CendR NRP1 mod	STEP inh	NadD block	SKN-1 block	LMPTP block	Scp1 inh	SUMO1 PPI mod	DNMT1 block	Rpn11 block
O=C1CC(Cc2ccc(Cl)cc2)C(=O)N1c1ccncc1 (stereo not drawn)	1	-4	-1	0	4	-1.0	1	0	0	i
O=c1c2ccccc2c(C=NCc2ccccn2)c(O)n1-c1ccccc1Cl	5	-2	-2	1	-27	-0.1	-5	-17	-8	i
COc1ccc(NC(=O)c2cc(-c3cc(F)ccc3OCC3CCCO3)n[nH]2)cc1OC (stereo not drawn)	-2	1	0	-7	-8	1.8	.	6	10	i
Cc1cc(C)cc(NC(=O)C2CCN(C(=O)c3cccs3)CC2)c1	-1	13	0	-7	10	0.3	-7	0	1	i
CCCn1c(N)c(C(=O)CSc2nnnn2-c2ccc(O)cc2)c(=O)n(C)c1=O	2	5	-8	-2	-8	1.8	-3	2	10	i
C=C(C)CSc1nnc(-c2ccc(C)cc2)n1N	6	1	1	2	1	-0.3	-4	-2	-2	i
O=C1CC(SC(=NCc2ccc3c(c2)OCO3)Nc2ccccc2)C(=O)N1 (stereo not drawn)	3	6	-2	-1	4	-0.1	0	-2	0	i
O=C(CCc1ccccc1)Nc1cc(NC(=O)CCc2ccccc2)cc(C(=O)O)c1	2	-1	-3	-1	-3	-0.7	-1	1	4	i
Cn1c2ccccc2c(=O)c2ccc(-c3ccc4c(c3)OCO4)cc21	3	-30	4	16	10	8.9	-2	-38	-8	i
Cc1cccc(Nc2nn3c(=O)c4ccccc4nc3s2)c1	5	-12	96*	0	4	47	106*	7	94*	+
COc1ccc(Cl)cc1-c1nc(SCC(=O)N(C)CCC#N)n[nH]1	2	3	1	-3	6	-2.3	-12	2	0	i
FC(F)Oc1ccccc1NC(=S)NCCc1ccccc1	2	-3	2	1	2	0.4	-4	3	3	i
CCOc1ccc(S(=O)(=O)NCCC(=O)N(C)CC(=O)Nc2ccc(OC)cc2)cc1	-1	15	3	11	-23	-10	-11	-38	-3	i
CCC(=O)N1CCc2cc(S(=O)(=O)CCC(=O)NCCc3ccc(S(N)(=O)=O)cc3)ccc21	0	7	3	4	7	-1.4	-4	6	2	i
CCOC(=O)N1CCc2c(sc(NC(=O)CN3CCN(C)CC3)c2C(=O)Nc2ccccc2)C1	-4	-29	-4	-8	-9	-1.2	-4	-2	-6	i
CCN(CC)CC(=O)NCC1(c2ccccc2)CCCC1	3	-4	-9	-4	-1	-0.9	1	0	1	i
Cc1ccccc1CNC(=O)CN(c1cccc([N+](=O)[O-])c1)S(C)(=O)=O	1	13	1	4	1	-0.8	-12	-7	1	i
COc1cc(OC)cc(C(=O)Nc2cc(-c3cn4cccnc4n3)ccc2C)c1	1	7	-1	6	2	-1.1	-9	-18	1	i
Nc1nc2ccccc2cc1S(=O)(=O)c1ccccc1	4	-21	-1	-1	3	-0.5	-7	1	1	i
Cc1ccc(CNC(=O)CN(c2ccc(C(C)C)cc2)S(=O)(=O)c2c(C)noc2C)cc1	-2	8	4	-3	13	1.2	-9	3	0	i

Single entries from the results shown.
Result of `O=C1CC(Cc2ccc(Cl)cc2)C(=O)N1c1ccncc1` (stereo not drawn) under Scp1 inh: 1
Result of `Cc1cc(C)cc(NC(=O)C2CCN(C(=O)c3cccs3)CC2)c1` under CendR NRP1 mod: 13

Other results.
SMILES	MT1-MMP act inh	CendR NRP1 mod	STEP inh	NadD block	SKN-1 block	LMPTP block	Scp1 inh	SUMO1 PPI mod	DNMT1 block	Rpn11 block
CN(CC(=O)Nc1ccc(Cl)cc1)C(=O)CCc1ccccc1	-2	2	1	-2	-1	-0.1	-9	-2	0	i
Cc1cccc(-n2c(N)c(C(=O)N3CCN(C)CC3)sc2=S)c1	1	7	90*	1	-4	0.1	-7	-9	-4	i
CCCCNC(=O)C1(C)CCCCCN1Cc1cccc2c(OC)cc(C(=O)OCC)cc12 (stereo not drawn)	-8	0	2	9	16	1.7	.	-5	10	i
CCCC(=O)N1CC2(C)CN(C(=O)CCC)CC(CCC)(C1)C2=O	-1	-1	0	-6	-4	0.0	-10	3	0	i
O=C(c1cc2cc(F)ccc2[nH]1)N1CCN(c2cccc(Cl)c2)CC1	-3	-5	-1	-3	28	2.7	-4	-1	-6	i
O=C(c1ccccc1)N1N=C(c2ccccc2O)CC1c1ccc(Br)cc1 (stereo not drawn)	-3	-4	2	4	-7	2.2	-10	-8	-3	i
CC1=NN(c2ccccc2)C(=O)C1C(=O)C(=O)Nc1ccc(F)cc1 (stereo not drawn)	-1	8	2	5	2	-0.6	0	4	0	i
O=C(c1ccc(OC2CCN(C/C=C/c3ccccc3)CC2)cc1)N1CCCCC1	-5	-10	1	-3	19	-0.4	-7	2	0	i
COc1cc(/C=N/NC(N)=S)ccc1OCc1ccc(C)cc1	-45	-1	1	-5	5	1.3	22	-4	1	i
Cc1ccc(Cn2c(SCCN3CCCCC3)nc3c2c(=O)[nH]c(=O)n3C)cc1	0	-6	61*	0	2	-2.3	-4	1	-3	i
O=C(NCC1CCCO1)/C(=C\c1ccc(Cl)cc1)NC(=O)c1ccccc1 (stereo not drawn)	3	16	0	-3	4	-2.6	-7	-1	0	i
O=C(Nc1nc(-c2ccccc2)cs1)c1cccc([N+](=O)[O-])c1	0	0	-1	4	-5	4.1	-5	-13	-10	i
CCC1(C)Cc2c(sc3nc4n(c(=O)c23)CCCS4)CO1 (stereo not drawn)	6	-16	2	-6	11	-0.7	-3	3	-1	i
CNc1nc2ccccc2n1CC(=O)c1ccccc1	-2	-3	-4	-8	10	9.8	-16	-3	-1	i
O=C(O)C1=C[C@H](C2CC2)C[C@H](OCCCCO)O1	1	0	2	-7	17	-0.1	-5	-7	8	i
COc1ccc(C2/C(=C(/O)c3ccc(C)cc3)C(=O)C(=O)N2c2ccccn2)cc1OC (stereo not drawn)	2	10	1	1	-7	-1.1	-2	-15	1	i
CC(C)(C)c1ccc(C(=O)N/N=C/c2ccc(OCCCF)cc2)cc1	3	3	-2	-6	-1	-1.0	-2	6	-4	i
CCN(Cc1ccccc1)C(=O)c1ccccc1C	2	-3	1	-4	-10	-0.2	-4	-3	3	i
O=C(c1ccc(Br)cc1)c1cc2ccc(O)cc2oc1=O	0	-18	5	-1	14	1.7	-16	-25	0	i
O=C(Cc1ccc(Cl)cc1)NCCc1c[nH]c2ccccc12	5	-3	-1	-6	1	0.8	-10	2	-6	i
C=CCNC(=O)COC(=O)c1cccnc1Nc1ccccc1F	0	3	5	-4	-1	-0.4	6	1	3	i
CN1c2ccccc2N(C)C1(C)c1ccccc1	28	-5	-2	7	35	1.4	-2	-18	-8	i
COc1cc([N+](=O)[O-])cc(/C=N/NC(=O)C(C)Nc2ccccc2C)c1O (stereo not drawn)	1	-20	1	5	10	3.1	-8	-27	-12	i
CCOc1ccc2nc(N3C(=O)/C(=C/c4ccccc4)NC3=S)sc2c1	-2	-35	2	33*	24	0.0	-4	-5	11	.
O=C(/N=C1\NC(=O)C(F)(C(F)(F)F)S1)NC1CCCCC1 (stereo not drawn)	-4	-25	2	3	6	-0.2	5	5	1	i
O=c1c2c(-c3ccccc3)csc2ncn1/N=C/c1cccc([N+](=O)[O-])c1O	7	-16	2	11	-16	0.6	6	-14	1	i
COCCn1c(=NC(=O)c2ccc(S(=O)(=O)N3CCCc4ccccc43)cc2)sc2cc(S(C)(=O)=O)ccc21	3	-8	2	14	-6	0.2	-22	-3	-6	i
COC(=O)c1c(NC(=O)CSc2nnnn2-c2ccccc2)sc2c1CCC(C)C2 (stereo not drawn)	5	10	0	1	9	2.6	-13	1	-5	i
O=c1c2cc(NC(=S)NC3CCCC3)ccc2nc2n1CCCCC2	10	-4	-1	0	-3	0.0	8	-7	2	i
COc1cccc(-c2n[nH]nc2C2=CC(=O)CC(C)(C)C2)c1	6	-5	2	2	3	-0.3	.	-7	-1	i
C/C(=C\c1ccccc1)C(=O)c1c(C)cc(C)[nH]c1=O	2	0	-3	1	0	-1.5	-4	-3	6	i
COc1ccc(NC(=O)c2ccc(-c3c(C)noc3C)c3ccoc23)cn1	11	-4	12	-2	21	0.0	.	12	-4	i
Cc1cc(OCCCC(=O)NCCN2C(=O)S/C(=C\c3cccnc3)C2=O)ccc1Cl	-6	4	3	6	-3	-3.6	-1	-20	-3	i
Cc1ccn(CC(=O)O)c(=O)c1	9	-4	1	-5	-6	-0.3	-2	-4	0	i
CC(C)NC(=O)C1CCN(Cc2cccc(OCc3ccccc3)c2)CC1	4	-13	-2	0	4	0.0	.	-2	17	i
CCCCCNC(=O)C1CCC(Cn2c(=S)[nH]c3ccccc3c2=O)CC1 (stereo not drawn)	-6	4	5	3	9	-0.7	-2	5	7	i
Cc1ccc(-n2c(-c3cnccn3)n[nH]c2=S)cc1	2	11	2	-3	2	0.0	3	2	4	i
CCCC(=O)Nc1ccc(Cl)c(NC(=S)NC(=O)c2cc3ccccc3o2)c1	-1	9	1	-3	-1	-3.0	-1	0	56*	i
COc1cc(CCC(=O)NNC(=O)c2ccc(C)cc2)cc(OC)c1OC	-3	3	-2	-7	-3	3.9	2	9	2	i
COC(=O)c1c(C)[nH]c(C(=O)/C=C/c2ccc(Cl)cc2)c1C	-4	41*	2	5	8	1.8	-9	-2	2	i
Cc1ccsc1C(=O)NCC(C)(C)N1CCOCC1	4	-7	1	-5	7	1.6	8	0	10	i
CN(N)c1nc(-c2ccccc2)cc(-c2ccccc2)n1	0	9	4	-3	13	3.8	-2	3	-8	i
CCCCN(C)CCNC(=O)CSCc1ccc(C)cc1	1	12	-3	-6	1	-6.4	-11	0	2	i
O=C(O)CCC(=O)Nc1nc2ccc([N+](=O)[O-])cc2s1	-1	2	1	6	-7	0.7	-2	-21	1	i
